# Compound activity (PubChem BioAssay)
# VIM-2 inh – blocks Pseudomonas aeruginosa VIM-2 metallo-beta-lactamase; inhibition, % at 5.6 µM; hit rate 0.89% among 290,000; purified VIM-2, nitrocefin hydrolysis, epi-absorbance fluorescence;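 active = inhibition above the mean of all tested compounds plus 3 SD, cutoff set per screening run, cut at about 7.5% in these data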;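 note: red hydrolysis product quenches plate fluorescence so inhibitors raise well fluorescence; 0% = enzyme with DMSO and 100% = DMSO without enzyme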
# NALP1 inh – NALP1 inhibition; AID 2071; inhibition, % at 10 µM; S. cerevisiae NALP1/ASC/caspase-1 growth, X-gal OD620, 72 h; hit rate 0.61% among 280,000; in the data active = inhibition mostly above about 24%, no sharp cut-off; inactive = mostly below about 32%; note: some compounds called inactive have numbers as strong as hits
# p-CIP stab down – p/CIP protein destabilization; F442A p/CIP-EGFP cells, EGFP fluorescence, 16 h; Q05BA5; hit rate 0.01% among 290,000; decrease of EGFP signal, % at 10 µM;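 active = EGFP signal decrease of at least 30% at 10 µM or well 3 SD below plate mean, unless failing retest; inactive = the rest, including hits failing retest or dose response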; note: some compounds called inactive have numbers as strong as hits; many of its hits are not listed in these tables
# Target sequence (Q05BA5 1-1403): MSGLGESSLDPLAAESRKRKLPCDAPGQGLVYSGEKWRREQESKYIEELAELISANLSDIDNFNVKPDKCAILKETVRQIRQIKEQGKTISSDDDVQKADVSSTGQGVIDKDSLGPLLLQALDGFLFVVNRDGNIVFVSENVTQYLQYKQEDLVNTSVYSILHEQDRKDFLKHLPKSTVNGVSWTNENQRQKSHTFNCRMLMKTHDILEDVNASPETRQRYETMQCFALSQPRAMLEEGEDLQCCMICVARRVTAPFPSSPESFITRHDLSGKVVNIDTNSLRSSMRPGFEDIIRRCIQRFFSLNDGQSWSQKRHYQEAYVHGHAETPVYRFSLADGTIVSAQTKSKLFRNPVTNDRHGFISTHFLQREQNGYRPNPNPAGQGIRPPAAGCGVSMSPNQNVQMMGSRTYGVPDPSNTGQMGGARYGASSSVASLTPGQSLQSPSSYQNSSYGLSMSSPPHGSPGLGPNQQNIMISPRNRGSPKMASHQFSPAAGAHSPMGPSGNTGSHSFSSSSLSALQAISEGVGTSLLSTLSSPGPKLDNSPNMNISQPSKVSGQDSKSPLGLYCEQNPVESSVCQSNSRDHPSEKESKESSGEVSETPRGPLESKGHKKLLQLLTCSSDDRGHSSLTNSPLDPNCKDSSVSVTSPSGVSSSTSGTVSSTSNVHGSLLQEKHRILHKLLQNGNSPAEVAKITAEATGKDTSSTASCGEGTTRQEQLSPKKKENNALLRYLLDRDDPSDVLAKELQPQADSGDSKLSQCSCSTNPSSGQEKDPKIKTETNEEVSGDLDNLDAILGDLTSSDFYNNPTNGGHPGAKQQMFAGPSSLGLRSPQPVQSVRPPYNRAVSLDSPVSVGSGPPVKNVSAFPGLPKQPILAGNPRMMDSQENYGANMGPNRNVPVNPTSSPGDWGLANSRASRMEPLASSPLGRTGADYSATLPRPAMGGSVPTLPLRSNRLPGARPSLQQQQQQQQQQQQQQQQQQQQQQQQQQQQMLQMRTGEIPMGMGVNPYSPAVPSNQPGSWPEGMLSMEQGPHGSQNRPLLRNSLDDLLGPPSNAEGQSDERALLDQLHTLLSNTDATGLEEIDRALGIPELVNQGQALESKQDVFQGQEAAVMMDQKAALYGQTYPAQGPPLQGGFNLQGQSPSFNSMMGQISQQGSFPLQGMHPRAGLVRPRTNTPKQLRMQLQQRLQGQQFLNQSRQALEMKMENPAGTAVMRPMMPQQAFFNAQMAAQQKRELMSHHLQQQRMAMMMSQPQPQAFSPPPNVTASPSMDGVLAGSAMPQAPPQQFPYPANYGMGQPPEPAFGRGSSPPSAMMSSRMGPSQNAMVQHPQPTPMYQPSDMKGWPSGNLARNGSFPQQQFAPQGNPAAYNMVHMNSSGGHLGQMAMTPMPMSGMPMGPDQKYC
# IMP-1 inh – inhibitors of Pseudomonas aeruginosa IMP-1 metallo-beta-lactamase | purified IMP-1, nitrocefin hydrolysis, epi-absorbance fluorescence | inhibition, % at 5.6 µM | hit rate 0.45% among 290,000;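 active = inhibition above the mean plus 3 SD of all compounds in the same screening run, cut at about 4.5% in these data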;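 note: 0% = IMP-1 with DMSO and 100% = DMSO wells lacking enzyme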
#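 System: Purified recombinant IMP-1 metallo-beta-lactamase enzyme | Measured by: Fluorescence quenching readout, ex 480/em 530 nm | Replication: Singlicate | Incubation: 15 min preincubation plus 25 min reaction at 25 °C | Evaluation: Percent inhibition from optical density relative to buffer-blank wells | Benchmarks: DMSO with and without IMP-1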
# IDE act – boosts human insulin-degrading enzyme activity in HEK cells; P14735; activation, % at 5.96 µM; FAbeta-B cleavage, fluorescence polarization; 0% vehicle, 100% cell-free pure enzyme wells; AID 493087; hit rate 0.073% among 340,000;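 active = activation above the mean of all tested compounds plus 3 SD, set per screening campaign, cut at about 17% in these data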
# IDE cell inh – cellular human IDE inhibition; P14735; HEK cells, FAbetaB cleavage, fluorescence polarization; inhibition, % at 5.59 µM; hit rate 0.41% among 320,000; AID 434962;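 active = percent inhibition above the average of all tested compounds plus 3 SD, set per screening campaign, cut at about 16% in these data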;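 note: IDE supplied by intact live HEK cells; FP after avidin binding of uncleaved biotin substrate so inhibition keeps polarization high; 0% = DMSO wells and 100% = 60 µM reference IDE inhibitor Ii1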
# PHOSPHO1 inh – inhibitors of human PHOSPHO1 phosphatase; AID 1565; recombinant PHOSPHO1, absorbance phosphatase assay; inhibition, % at 13.3 µM; hit rate 1.1% among 290,000; in the data active = inhibition above about 60%
# GPR7 antag – blocks human GPR7 receptor signaling | hit rate 1.1% among 290,000 | P48145 | GPR7-expressing cells, fluorescence antagonist assay | inhibition, % at 4.4 µM | AID 1861; in the data active = inhibition above about 16%, passing the limit was not always enough;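 note: cells stimulated with the agonist NPW; 0% = agonist with vehicle and 100% = vehicle without agonist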
# M18AAP inhibitor – PfM18AAP enzyme inhibition; inhibition, % at 7.35 µM; recombinant PfM18AAP, H-Glu-NHMec fluorogenic cleavage; hit rate 1.2% among 290,000;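 active = inhibition above the campaign mean inhibition over all tested compounds plus 3 SD, cut at about 28% in these data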;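 note: 0% = plate median of test compound wells and 100% = 2 mM ZnCl2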
# Numbers without * were called inactive; nt = no result given. Not a hit list; 5.3% or so of the library scored in one or more.
# Each structure is followed by: PHOSPHO1 inh	GPR7 antag	M18AAP inhibitor	IDE act	VIM-2 inh	NALP1 inh	IDE cell inh	p-CIP stab down	IMP-1 inh
O=C(CSCc1ccc(Br)cc1)Nc1ccc(S(=O)(=O)N2CCOCC2)cc1
  2.3	12.7	1.6	-6.9	-3.2	-1.5	-0.4	-2.7	-2.8
Cc1nc2ccc3nc(NC(=O)C4COc5ccccc5O4)sc3c2s1 (centres undefined)
  22.2	-6.3	-7.8	-4.2	-2.6	29.9	2.1	3.7	-2.6
S=C(NCc1ccco1)Nc1ccc(Br)cn1
  2.5	-10.4	2.9	4.5	-3.5	15.6	1.1	-1.8	-2.8
CCCNC(=S)N1CCC(C(=O)c2ccc(Cl)cc2)CC1
  -13.2	-8.6	-6.9	-0.5	-1.2	7.1	-2.7	-10.4	-1.9
CCOc1ccccc1NC(=O)c1nnn(CC(=O)Nc2cc(C)cc(C)c2)c1N
  18.3	-3.8	-5.1	7.5	-0.1	9.6	-1.3	-2.6	0.3
O=C(NCCCN1CCOCC1)c1cc2c(s1)CCC2
  -4.4	-20.2	0.4	9.3	-5.5	-3.2	-0.5	-14.8	-2.4
N#Cc1c(Cl)nc(-c2cccnc2)nc1-c1ccccc1
  6.2	4.2	2.7	nt	-1.0	7.2	7.9	-0.3	9.6*
Cc1ccc(NC(=O)C2CCCN(S(=O)(=O)c3cccnc3)C2)c(C)c1 (centres undefined)
  30.7	2.4	0.0	4.3	-1.5	18.3	-0.9	-5.5	-2.1
Cc1nc2c(ccc3c2ccc2nc(C)sc23)s1
  3.9	4.9	0.5	nt	0.8	47.6	0.9	-5.3	-1.4
CCn1c(=O)c2c(n3cnnc13)-c1ccccc1CC21CCCCC1
  -8.3	-12.2	-2.4	0.7	0.8	-3.2	-2.4	9.2	-2.9
O=C(OCCN=C1NS(=O)(=O)c2ccccc21)c1cccs1
  12.7	-1.6	-2.0	-9.5	1.1	6.3	-3.5	2.3	-3.2
Cc1ccc(N(CC(=O)NC(C)C)C(=O)CCC(=O)Nc2nccs2)cc1C
  27.0	-14.7	-2.9	2.1	-3.4	9.8	1.0	1.9	-2.6
COc1cccc(C(=O)c2sc(NC(C)C)nc2N)c1
  -0.9	-7.9	4.1	4.5	-5.2	-109.6	-0.8	-16.8	-3.6
O=C(Nc1ccc(F)cc1)c1nn(-c2ccccc2)c(=O)cc1Cl
  55.0	46.2*	-9.4	0.4	0.6	8.7	nt	-7.6	-0.6
COc1ccccc1NCC(=O)N/N=C(\C)c1ccc(Br)s1
  -1.3	-8.1	4.4	5.7	-1.6	-36.0	3.3	-4.3	-3.3
COc1ccc(NC2CCCN(C(=O)c3csc(C(C)C)n3)C2)cc1 (centres undefined)
  -24.1	1.1	6.5	-1.5	0.6	0.9	-4.0	-10.6	-3.2
COC(=O)CN1C(=O)N/C(=C/c2ccc(C)o2)C1=O
  -18.8	-4.1	11.8	-0.5	-1.6	12.4	7.3	-8.1	-1.4
COc1ccccc1OCC(=O)Nc1ccncc1
  49.4	-22.4	-1.2	2.0	-1.8	8.2	2.4	-2.5	-2.6
CCOc1cccc(/C=N/N2C(=O)CSC2=S)c1O
  28.1	-1.7	38.7*	-5.2	-2.5	-14.2	4.9	21.0	-2.4
O=C(Nc1cc(C(F)(F)F)ccc1N1CCOCC1)c1ccc2ccccc2n1
  -22.1	-4.2	6.3	6.4	2.2	23.8	-3.3	3.6	1.9
CN(C)CCCn1c(SCc2c(Cl)cccc2Cl)nnc1-c1ccncc1
  3.1	-8.6	-6.6	5.2	-0.5	4.4	0.6	-4.3	-1.9
COc1ccc(NC(=O)CC2C(=O)NCCN2C(=O)Nc2ccc(C(F)(F)F)cc2)cc1 (centres undefined)
  19.2	19.6	8.1	4.2	-2.5	22.9	-0.9	-3.5	-0.2
NC(=O)C1CCN(S(=O)(=O)Cc2ccccc2Cl)CC1
  37.8	-8.7	-12.6	2.4	0.6	0.3	-4.6	-11.0	-1.3
CCn1c(SCC(=O)c2ccc(Cl)cc2)nnc1C(C)C
  29.7	-4.1	7.1	-3.0	-2.5	-9.2	-0.7	-1.5	-2.4
Cc1ccc(N(C(=O)Cn2nnc(-c3cccs3)n2)C(C(=O)NC2CCCC2)c2ccncc2)cc1 (centres undefined)
  60.5*	-11.5	-3.8	4.1	-2.6	16.0	-4.6	-0.5	-1.4
Cc1ccccc1CN(c1ccc(C(=O)NCc2ccccn2)cc1)S(C)(=O)=O
  37.8	-12.0	4.5	2.2	-3.1	8.5	-4.3	-18.3	-3.1
CCOc1ccccc1C(=O)Nc1ccc2nc(N3CCN(c4ncccn4)CC3)cc(C)c2c1
  nt	-16.2	0.9	nt	-3.2	nt	-3.7	nt	-2.7
Cc1cc(C)cc(NC(=O)C[n+]2ccccc2)c1
  23.9	-3.4	-3.0	10.5	-1.5	3.7	nt	-4.6	-2.6
Cc1nn(C)cc1/C=N/NC(=O)Cn1cncn1
  24.0	-4.2	0.2	nt	-3.9	30.5	3.2	-6.4	-2.0
Cc1ccc(N(C(=O)C2CCCO2)C2C=CS(=O)(=O)C2)cc1Cl (centres undefined)
  23.8	-2.3	0.0	0.6	-1.6	2.4	-3.5	3.8	-1.7
CCn1c(SCC(=O)Nc2ccc3c(c2)c2ccccc2n3CC)nnc1-c1cnccn1
  -55.2	-9.8	-3.2	-4.4	-1.0	26.5	-2.2	-8.3	-4.2
CCCCn1c(CN2CCN(c3ccccc3)CC2)nc2c1c(=O)n(C)c(=O)n2C
  -22.1	-4.8	-4.8	-1.5	-2.7	31.9	0.7	-25.0	-1.0
Cc1ccc(S(=O)(=O)Nc2ccnc(-c3cccnc3)n2)cc1
  32.2	9.4	-14.5	9.0	-1.5	12.1	0.1	14.2	-2.9
Cc1cccc(/C=N/NC(=O)Cc2ccc(Cl)cc2)c1O
  24.3	-14.9	10.7	4.0	-4.5	5.6	3.1	-17.2	-2.1
CCCN1CC23C=CC(O2)C(C(=O)O)C3C1=O (centres undefined)
  6.1	-13.4	5.6	2.9	-2.3	36.9	-1.9	-3.1	-3.4
CCOC(=O)c1c(NC(=O)Nc2cccc(Cl)c2)sc(C)c1C
  10.7	3.9	-1.6	6.0	-0.2	23.7	-5.8	5.1	-3.2
CCOc1ccccc1/C=N/Nc1ccnc(=O)[nH]1
  6.2	4.8	-12.8	0.7	-1.0	11.0	nt	-5.1	-0.9
CCOc1ccc(C(=O)NCc2ccco2)cc1OCC
  19.2	-9.8	2.3	6.1	-2.2	7.3	-1.1	-11.2	-2.5
Cc1ccc2c(C)c(C(=O)N(C)C(C)c3ccon3)oc2c1C (centres undefined)
  16.2	-7.3	-6.8	0.7	1.4	12.2	4.1	-11.5	-3.8
CCOc1ccc(-c2c(C(=O)N/N=C/C3CC=CCC3)nnn2-c2nonc2N)cc1 (centres undefined)
  20.7	-3.5	-1.4	0.2	-2.9	2.1	5.5	3.4	-1.9
CCOC(=O)C1CCN(CCC(=O)Nc2ccc(Cl)cc2)CC1
  -3.8	-6.4	-4.2	1.3	-3.0	26.1	10.1	-14.9	-1.5
O=C(/C=C/c1ccccc1[N+](=O)[O-])N1CCc2ccccc2C1
  51.2	7.8	8.3	-3.3	-1.8	-1.0	1.9	-3.2	-1.8
Nc1c(C(=O)NCc2ccco2)sc2nc3c(cc12)C(=O)CCC3
  30.4	-14.9	13.2	0.3	-0.9	-23.3	-3.2	10.7	2.1
COCCN1C(=O)N(c2cccc(C)c2)C(=O)C1CC(=O)Nc1ccc(F)cc1 (centres undefined)
  -22.1	-1.1	5.5	2.5	-2.1	14.2	-0.9	8.6	-2.5
O=C(Nc1ccc2c(c1)OCO2)c1ccc[n+]([O-])c1
  -0.7	-9.1	7.0	-8.2	-0.2	7.5	-4.5	-0.5	2.1
CN(c1ccccc1)S(=O)(=O)c1ccc(C(=O)N2CCCC(C(F)(F)F)C2)cc1 (centres undefined)
  47.9	16.2	-1.6	7.3	-0.6	13.2	-4.0	8.0	1.8
CC(C)=C1SC(N2CCOCC2)=NC1=O
  11.5	-5.7	-8.5	1.5	-2.2	2.1	0.6	-0.9	-4.1
CCN(CC(=O)NCc1ccc(Cl)cc1)C(=O)c1cc(S(=O)(=O)NCc2ccccc2)ccc1C
  16.2	12.6	5.3	-0.8	0.1	24.4	0.4	-2.9	-0.3
O=C(Nc1ccc(F)cc1F)c1ccccc1-c1ccccc1
  0.8	-13.8	-3.3	9.0	-2.6	21.9	5.0	-7.3	-3.5
CCCC(C(=O)NCCC(C)C)N(Cc1ccccc1Cl)C(=O)c1snc(C(N)=O)c1N (centres undefined)
  17.4	-12.0	-4.6	0.2	-1.1	15.4	-1.1	-14.1	-1.5
COC(=O)c1sc(-c2ccc(C(C)(C)C)cc2)cc1NC(=O)COCC(=O)O
  32.1	-17.0	2.9	nt	2.6	nt	-7.3	5.3	-2.4
O=C(CCn1c(=O)sc2ccccc21)NCc1cccs1
  -8.3	-10.8	-5.7	1.1	-2.8	-4.6	-3.8	-3.2	1.9
O=C(Nc1ccccc1)Nc1cccc(NC(=O)Nc2ccccc2)c1F
  36.0	-8.3	2.0	-0.4	-2.8	6.6	5.8	-3.5	-3.7
COC(=O)C1=C(Nc2ccccc2NC(=O)CCCC(=O)O)CSC1
  -1.5	-3.1	11.8	nt	1.0	nt	3.0	8.1	4.5*
CCOC(=O)c1c(C)nc2sc3c(=O)[nH]cnc3c2c1-c1ccc(OC)cc1
  -3.4	-6.7	-14.5	-0.8	2.3	14.3	-0.2	-5.9	1.0
O=C(C1CCN(S(=O)(=O)c2ccccc2)CC1)N1CCCCC1
  31.9	1.2	0.3	-1.1	-0.5	0.6	0.9	-4.5	0.0
CCc1c(C)nc(SC)n(CC#N)c1=O
  9.7	-8.0	-20.6	1.8	-2.2	36.6	-3.9	-5.9	-4.4
CC(C)(C)NC(=O)C(c1ccc(O)cc1)N(C(=O)CCC(=O)Nc1nccs1)c1ccccc1F (centres undefined)
  5.3	-17.6	8.4	2.8	-2.4	6.8	-2.9	-9.6	-2.3
O=S(=O)(c1ccccc1)c1cnc(-c2cccnc2)nc1-c1ccc(Cl)cc1Cl
  45.9	-4.5	1.4	0.7	-2.4	8.6	0.8	-34.1	-4.9
O=C(Cc1coc2cc3c(cc12)CCC3)OCc1cc(=O)n2c(n1)sc1ccccc12
  15.2	-13.2	2.4	5.3	-3.4	2.1	1.4	6.3	-2.4
CC(C)CCN1CC(=O)N2[C@@H](Cc3c([nH]c4ccccc34)C2(C)C)C1=O
  22.9	-15.6	-8.4	6.7	-1.4	6.4	nt	-7.4	-1.9
COc1ccc(-c2cc(-n3c(C(F)(F)F)nc4ccccc43)n(CCC#N)n2)cc1
  0.9	1.9	-5.8	1.7	0.3	1.5	4.2	-11.9	-3.7
CCCc1cc(=O)[nH]c(SCc2ccc(C#N)cc2)n1
  15.6	12.8	3.9	0.4	-1.2	3.7	-1.3	4.4	-2.4
